GDH-TPI counter: inhibits GDH-TPI coupling enzymes, artifact for Mtb FBA screen; GDH-TPI coupled enzyme counterscreen, NADH absorbance; inhibition, % at 4.8 µM; actives 1.2% (n = 360,000); AID 588335; in the data active = inhibition above about 30%;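 also: 0% = DMSO wells and 100% = wells lacking the enzyme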
Mtb BioA inh: inhibitors of Mycobacterium tuberculosis BioA enzyme. purified M. tuberculosis BioA enzyme, plate reader. inhibition, % at 9.99 µM. actives 0.096% (n = 360,000). AID 602481; in the data active = inhibition above about 40%
Rv3671c inh: inhibits the M. tuberculosis serine protease Rv3671c. AID 2606. actives 0.048% (n = 320,000). inhibition, % at 5.96 µM; in the data active = inhibition above about 38%;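 also: extracellular domain of Rv3671c used as enzyme; 0% = enzyme with DMSO and 100% = no enzyme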
Target sequence (P9WHR9 whole entry, looked up, the tested form may be a part): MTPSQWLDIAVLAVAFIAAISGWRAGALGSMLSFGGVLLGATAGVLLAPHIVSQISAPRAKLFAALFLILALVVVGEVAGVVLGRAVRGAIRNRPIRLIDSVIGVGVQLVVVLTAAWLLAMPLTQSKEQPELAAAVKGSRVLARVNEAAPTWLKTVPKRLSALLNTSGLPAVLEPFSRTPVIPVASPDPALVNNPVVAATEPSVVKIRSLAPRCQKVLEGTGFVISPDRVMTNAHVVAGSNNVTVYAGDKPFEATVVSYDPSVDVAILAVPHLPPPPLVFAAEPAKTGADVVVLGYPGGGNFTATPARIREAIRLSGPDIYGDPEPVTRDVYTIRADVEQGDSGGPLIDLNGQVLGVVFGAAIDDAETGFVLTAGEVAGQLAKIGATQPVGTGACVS
Mtb FBA inh: Mtb fructose-bisphosphate aldolase inhibition. actives 2.3% (n = 360,000). inhibition, % at 1 µM. purified M. tuberculosis FBA, fluorescence read-out; in the data active = inhibition above about 27%;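 also: 0% = vehicle and 100% = reference inhibitor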
Target sequence (P9WQA3 whole entry, looked up): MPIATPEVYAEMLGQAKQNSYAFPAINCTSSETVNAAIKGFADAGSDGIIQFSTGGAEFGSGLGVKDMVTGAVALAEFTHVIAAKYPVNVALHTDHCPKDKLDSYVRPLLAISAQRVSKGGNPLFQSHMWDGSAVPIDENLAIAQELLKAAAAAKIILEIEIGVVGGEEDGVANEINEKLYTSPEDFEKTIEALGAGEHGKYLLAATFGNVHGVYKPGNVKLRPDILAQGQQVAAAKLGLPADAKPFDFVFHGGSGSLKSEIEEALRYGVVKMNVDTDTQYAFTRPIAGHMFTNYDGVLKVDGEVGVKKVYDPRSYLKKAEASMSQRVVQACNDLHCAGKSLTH
Mtb UGM inh: inhibitors of M. tuberculosis UDP-galactopyranose mutase. actives 0.06% (n = 320,000). purified UGM, fluorescence polarization probe displacement. inhibition, % at 10 µM. P9WIQ1; in the data active = inhibition above about 10%, passing the limit was not always enough
VHR inh abs: blocks human VHR1 dual specificity phosphatase; actives 0.52% (n = 290,000); recombinant VHR phosphatase, pNPP absorbance; AID 1654; inhibition, % at 13.3 µM; in the data active = inhibition above about 50%; also: some compounds called inactive have numbers as strong as hits
Target sequence (P51452 whole entry, looked up): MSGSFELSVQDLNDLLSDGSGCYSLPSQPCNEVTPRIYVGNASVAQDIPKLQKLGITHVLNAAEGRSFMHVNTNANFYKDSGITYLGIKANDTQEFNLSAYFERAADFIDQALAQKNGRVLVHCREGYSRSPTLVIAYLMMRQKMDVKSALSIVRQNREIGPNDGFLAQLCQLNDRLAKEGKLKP
Vc quorum ag: quorum light induction in luxS cqsA deficient V. cholerae. V. cholerae BH1578 lux reporter, luminescence, 6 h. activation, % at 18.7 µM. actives 0.16% (n = 350,000); in the data active = activation mostly above about 9.7%, no sharp cut-off; also: not every result past the cut was called active; inactives centre near 0; reference of the scale not given here
SARS 3CLpro inh: SARS-CoV 3CLpro protease inhibition | P0C6X7 | recombinant SARS-CoV 3CLpro, quenched FRET peptide cleavage | inhibition, % at 6 µM | actives 0.14% (n = 290,000); in the data active = inhibition above about 12%
MazF activator: MazEF (E. coli) toxin RNase activation; FAM/BHQ RNA-DNA oligo cleavage fluorescence, 5 h; AID 504720; activation, % at 20 µM; actives 0.32% (n = 350,000); P0AE70; in the data active = activation above about 50%
Target sequence (P0AE70 whole entry, looked up): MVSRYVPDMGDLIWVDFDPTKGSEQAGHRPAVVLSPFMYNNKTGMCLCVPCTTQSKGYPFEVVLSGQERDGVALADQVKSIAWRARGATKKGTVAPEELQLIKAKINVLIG
PriA SSB inh: inhibitors of Klebsiella pneumoniae PriA binding to SSB C-terminal tail; actives 0.6% (n = 430,000); AlphaScreen SSBct-PriA binding, biotinylated peptide; inhibition, % at 33 µM; in the data active = inhibition mostly above about 37%, no sharp cut-off; inactive = mostly below about 20%;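 also: plate controls were negative control peptide for no effect and reference peptide for full effect; strong numbers were not always called active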
Active calls of the source: *; i = inactive; · = no result given; + = active, no number; & = joins results of further samples. This is a subset; the hit share may differ from the screen's.

The first four entries (preview)
SMILES	GDH-TPI counter	Mtb BioA inh	Rv3671c inh	Mtb FBA inh	Mtb UGM inh	VHR inh abs	Vc quorum ag	SARS 3CLpro inh	MazF activator	PriA SSB inh
COc1ccc(/C=C2\SC(=O)N(CCNC(=O)Cc3coc4cc(C)ccc34)C2=O)cc1OC	20	·	-4	-1	1.8	5	-0.3	0	-12	-3
CC(C)CN(C(=O)COC(=O)c1ccc([N+](=O)[O-])s1)c1c(N)n(Cc2ccccc2)c(=O)[nH]c1=O	11	-1.6	-9	1	-0.1	·	1.2	·	2	20
CSC[C@H]1CN(CCc2ccccc2)C(=O)[C@@H]1CC(=O)Nc1ccccc1	-7	0.0	·	-1	·	·	-0.7	·	5	·
CC(=O)Nc1ccc(NC(=O)C(C)OC(=O)c2ccc3ccccc3n2)cc1 (configuration not stated)	5	-0.1	8	1	-2.1	·	-2.0	·	11	-1

This part in full (from the top)
SMILES	GDH-TPI counter	Mtb BioA inh	Rv3671c inh	Mtb FBA inh	Mtb UGM inh	VHR inh abs	Vc quorum ag	SARS 3CLpro inh	MazF activator	PriA SSB inh
COc1ccc(/C=C2\SC(=O)N(CCNC(=O)Cc3coc4cc(C)ccc34)C2=O)cc1OC	20	·	-4	-1	1.8	5	-0.3	0	-12	-3
CC(C)CN(C(=O)COC(=O)c1ccc([N+](=O)[O-])s1)c1c(N)n(Cc2ccccc2)c(=O)[nH]c1=O	11	-1.6	-9	1	-0.1	·	1.2	·	2	20
CSC[C@H]1CN(CCc2ccccc2)C(=O)[C@@H]1CC(=O)Nc1ccccc1	-7	0.0	·	-1	·	·	-0.7	·	5	·
CC(=O)Nc1ccc(NC(=O)C(C)OC(=O)c2ccc3ccccc3n2)cc1 (configuration not stated)	5	-0.1	8	1	-2.1	·	-2.0	·	11	-1
COc1cc(N)c(Cl)cc1C(=O)OCC(=O)NCc1cccs1	-2	-1.3	5	2	-0.5	·	1.2	·	2	-6
Cn1c(COc2ccccc2)nnc1SCC(=O)Nc1ccc2c(c1)OCO2	0	2.5	-3	0	1.5	22	-0.4	2	3	1
Brc1ccc(Oc2cc(Br)c(Br)cc2Br)c(Br)c1	2	-0.8	1	1	-0.1	·	-0.1	·	0	-6
Cc1ccc(NC(=S)NC(C)(C)C)c([N+](=O)[O-])c1	6	-0.3	-12	-2	3.1	5	0.2	-4	6	11
CCNC(=S)NC1CC2CCCC(C1)N2CCc1ccccc1 (configuration not stated)	-1	-0.2	-15	0	2.0	13	-2.3	-3	16	1
Nc1ncc(N=Nc2cc(C(=O)O)ccc2Cl)s1	11	·	14	-22	2.6	15	3.2	5	0	-8
CCCOc1ccc(S(=O)(=O)N2CCN(C)CC2)c2ccccc12	0	-4.3	-2	1	-2.5	23	-0.3	2	-18	16
COc1ccccc1OCc1ccc(C(=O)NC2CCCCC2)o1	13	-1.6	5	-1	-0.5	-8	i	-3	4	-2
CC(C)N1CCc2c(sc(NC(=S)NC(=O)c3ccccc3)c2C#N)C1	8	·	-4	-9	-1.0	-5	-1.4	-19	37	17
CCOc1ccc2oc(=O)cc(CN3CCN(Cc4ccccc4)CC3)c2c1	2	-1.8	-3	4	-0.6	24	0.3	-4	0	-1
Cc1ccc(S(=O)(=O)N2CCN(C(=O)CN3C(=O)NC(C)(c4ccc(Cl)cc4)C3=O)CC2)c(C)c1 (configuration not stated)	-2	-0.3	0	2	1.9	·	-0.8	·	1	5
COc1cccc(NC(=O)C2CCN(S(C)(=O)=O)CC2)c1	5	0.7	7	0	-2.0	17	i	-3	0	5&-9
Cc1ccc(S(=O)(=O)N(C)c2ccc(OCC(=O)Nc3nc(-c4ccccc4)cs3)cc2)cc1	7	·	-52	1	1.6	-2	-0.1	3	-5	-10
COC(=O)c1cc(NC2c3ccccc3C(=O)N2c2cccnc2)cc(C(=O)OC)c1 (configuration not stated)	-7	3.4	-6	4	0.0	21	-0.2	-3	6	-3
CCn1c(COc2ccc(C(C)C)cc2)nnc1SCC(=O)Nc1nccs1	16	0.3	-1	3	0.3	0	15	5	-11	-1
Cc1ccc(OCC(=O)O/N=C(\N)c2cccc([N+](=O)[O-])c2)cc1C	-6	·	2	-1	-0.7	10	-0.6	2	-2	i
CCOc1ccc(S(=O)(=O)Nc2ccc(C(=O)N(C)CC(=O)Nc3ccc(OC)cc3)cc2)cc1	1	·	-10	0	0.1	·	-2.0	·	4	2
CN(C)c1ccc(NC(=O)CSc2n[nH]c(-c3ccncc3)n2)cc1	14	-1.1	·	3	·	·	-3.2	·	3	-7
CCOc1ccc(C)cc1S(=O)(=O)NC1CCCCCC1	-9	0.1	-7	-1	0.3	-2	1.9	4	-5	0
O=C(Nc1cc(C(F)(F)F)ccc1-n1cncn1)c1ccc([N+](=O)[O-])o1	13	-0.6	-1	1	-0.6	·	i	·	4	-7
N#Cc1ccccc1S(=O)(=O)N1CCN(C(=O)[C@H](Cc2ccccc2)NC(=O)c2ccco2)CC1	6	5.5	-2	4	-3.2	·	i	·	3	-7

Next section:
SMILES	GDH-TPI counter	Mtb BioA inh	Rv3671c inh	Mtb FBA inh	Mtb UGM inh	VHR inh abs	Vc quorum ag	SARS 3CLpro inh	MazF activator	PriA SSB inh
Cc1nc2ccccc2c(=O)n1N	-6	-0.6	3	3	1.6	15	4.2	-1	1	-4
O=c1c2ccccc2nc(/C=C/c2ccc(Cl)cc2)n1CCO	27	0.7	-15	2	0.2	4	-0.9	-4	5	-8
CCOc1ccccc1NC(=O)c1cc(C(=O)Nc2ccccc2OCC)cc(N2C(=O)CCC2=O)c1	-5	-0.6	-5	-2	1.2	27	0.6	-1	-7	3
COc1cc(-c2cc(NC(C)=O)c3ncc(-c4ccccc4)n3c2)cc(OC)c1OC	-1	2.1	·	3	·	·	-0.4	·	·	·
CCN(C(=O)COC(=O)/C=C/c1cccc([N+](=O)[O-])c1)c1c(N)n(Cc2ccccc2)c(=O)[nH]c1=O	0	-1.3	-1	-1	-1.5	·	-0.6	·	4	-2
Cc1cc(NC(=O)Cn2cnc3c(cnn3C(C)(C)C)c2=O)no1	-6	1.0	7	3	-3.3	33	·	-2	-7	-1&-12
CC(=O)Nc1ccc(NC(=O)C2CCCN2C(=O)Nc2ccc(F)c([N+](=O)[O-])c2)cc1 (configuration not stated)	0	0.1	-1	6	-0.6	17	-0.6	-3	8	-1
Cc1cc(NC(=O)C(C)Oc2ccc(C(C)(C)C)cc2)no1 (configuration not stated)	0	-2.5	3	0	-2.0	8	-0.1	1	3	-31
C=CCn1c(SCC(=O)O)nnc1-c1cccc(Cl)c1	9	-0.2	2	5	-2.2	5	-0.9	1	-4	-5
Cc1ccccc1NC(=O)CC(=O)c1ccccc1	-3	-1.1	-4	-5	1.7	9	0.8	-1	5	-4
O=C(NNC(=O)c1ccccc1O)c1ccco1	-12	·	7	-3	1.4	32	i	2	-15	-4
CNCc1ccccc1Sc1ccc(OC)c(OC)c1	-7	-0.7	3	0	-0.8	21	i	-3	8	-18
Cc1cc(=O)oc(C)c1C(=O)N[C@@H]1CCCCNC1=O	5	-2.0	2	2	-1.0	18	0.5	6	-4	-14
COc1ccc(CN(C(=O)CSc2nnc(-c3ccccc3C)o2)c2ccc(F)cc2)cc1	-16	1.6	-11	+	2.3	-10	1.5	-2	-3	-33
CCOC(=O)C1CCN(C(=O)c2cccnc2)CC1	8	-0.9	1	-1	0.0	20	7.7	0	13	3
C[C@@H]1CN([C@@H](C)CO)C(=O)c2cc(Br)cnc2O[C@H]1CN(C)C(=O)C1CC1	1	-0.6&2.4&-2.1	·	2	·	·	-0.6	·	-1	·
COc1ccc(NC(=O)Cc2c(C(=O)O)n(C)c3ccccc23)cc1OC	6	·	2	5	1.0	-2	1.1	2	2	-16
Cc1ccc(O)c(-c2[nH]ncc2C(=O)c2ccc(Cl)cc2)c1	3	1.8	-2	0	2.1	2	i	0	5	-5
CC1=CC(c2ccc(Cl)cc2)n2nc(NC(=O)CCC(=O)O)nc2N1 (configuration not stated)	4	·	9	115*	0.7	-7	-3.6	-1	4	0
S=C(Nc1ccccc1)N1N=C(c2cccs2)CC1c1cccs1 (configuration not stated)	11	·	-12	2	-3.5	22	-0.2	-1	1	1
O=C(O)c1ccc2c3c(ncnc13)-c1ccccc1C2=O	·	·	3	·	2.5	28	·	2	3	0
O=c1oc2c(CN3CCOCC3)c(O)c(Cl)cc2c2c1CCC2	16	-0.3	·	·	·	3	31*	-4	·	·
Brc1cccc(CNCC2CCCO2)c1 (configuration not stated)	1	0.4	3	-1	-2.5	-6	i	-1	5	-12
Cc1nc(-c2ccccn2)nc(N(C)c2ccccc2)c1Cl	0	2.5	-4	0	-0.3	15	i	3	11	-3
CCOC(=O)C1(Cc2cccc(OC)c2)CCN(Cc2csc(C(C)=O)c2)CC1	0	·	-1	-2	2.9	8	i	1	-3	3

The list continues.
SMILES	GDH-TPI counter	Mtb BioA inh	Rv3671c inh	Mtb FBA inh	Mtb UGM inh	VHR inh abs	Vc quorum ag	SARS 3CLpro inh	MazF activator	PriA SSB inh
COc1ccc(NC(=O)C2CCCN(S(=O)(=O)c3c(C)n[nH]c3C)C2)cc1 (configuration not stated)	9	-1.3	6	2	-2.6	19	-1.7	4	4	-7
CN(C(=O)CN1C(=O)c2cc(Cl)c(Cl)cc2C1=O)C1CCS(=O)(=O)C1 (configuration not stated)	2	·	4	4	0.0	·	i	·	2	-8
O=C(Nc1cccnc1)c1cc(Cl)ccc1Cl	3	12	-9	-1	1.8	11	-0.6	1	0	-16
CN1CCC(NC(=S)Nc2cccc([N+](=O)[O-])c2)CC1	-3	·	-5	0	-4.0	20	i	0	4	-4
CCOC(=O)c1c(NC(=O)C(C)N2CCN(S(=O)(=O)c3cccs3)CC2)sc2c1CCC(C)C2 (configuration not stated)	-7	1.0	-1	-2	-1.2	-7	1.8	-4	-7	-16
O=C(NC1CCCCC1)c1ccc(-c2ccccc2[N+](=O)[O-])o1	5	-0.2	-6	1	-3.3	1	0.8	-1	-20	5
Nc1c(C(=O)c2ccccc2O)cnn1-c1ccc(S(=O)(=O)N2CCOCC2)cc1[N+](=O)[O-]	·	·	4	·	-2.9	20	·	-1	·	·
O=C(O)c1ccc2nc3c(nc2c1)-c1ccccc1C3=O	10	-0.2	2	-2	-0.9	41	-0.3	4	3	5
O=C(CCCOc1ccc(Cl)cc1Cl)N/N=C/c1cccc([N+](=O)[O-])c1	-2	·	-5	2	0.2	13	-0.2	-2	4	·
Cc1cccc(NC(=O)c2ccccc2Br)n1	2	-1.1	1	2	2.6	-4	-0.3	·	-4	-8
CN(c1ccc(C(=O)NCc2ccc3c(c2)OCO3)cc1)S(=O)(=O)c1ccccc1	-7	·	-2	-2	0.2	19	-1.2	2	1	-11
Cc1ccc(CNC(=O)CN2C(=O)NC(C)(c3ccc(Cl)cc3)C2=O)cc1 (configuration not stated)	3	0.8	-1	3	0.8	6	-0.3	4	-6	1
COc1cc2c(cc1OC)CN(CC(=O)Nc1ccc3c(c1)OCO3)CC2	3	·	-1	3	1.0	32	i	2	3	-4
O=S(=O)(Cc1ccccc1Cl)Nc1ccccn1	9	0.7	3	23	0.5	22	-5.3	-1	-2	-1
OCCN(Cc1ccccc1)CC1CC2C=CC1C2 (configuration not stated)	4	·	2	0	-0.9	-3	-0.3	-4	5	-14
Cc1ccc2c(C(=O)CN3CCOCC3)c(C)[nH]c2c1	6	2.6	7	-5	-0.6	-4	-14	0	2	-3
CCCOc1ccc(F)cc1-c1cc(C(=O)Nc2ccc(F)c(Cl)c2)[nH]n1	-4	-0.2	·	1	·	·	0.4	·	·	·
COc1ccc(CNC(=O)COC(=O)CCS(=O)(=O)c2ccc(C)cc2)cc1OC	-7	·	1	0	-0.8	·	-2.6	·	2	5
Nc1ccc(N2CCN(c3ccccc3)CC2)c(F)c1	-1	0.5	1	0	-2.9	31	-0.3	3	14	1
Cc1cc(Br)ccc1NC(=O)CCN1C(=O)c2ccncc2C1=O	0	-0.7	-4	3	0.2	13	i	-1	6	-24
CC(=O)Nc1ccc(NC(=O)C2CC(=O)N(Cc3ccccc3)C2)cc1 (configuration not stated)	5	-0.8	7	2	-1.6	13	-0.4	0	-3	-4

3 compounds from above, reduced to Mtb UGM inh.
smiles	Mtb UGM inh
COc1cc(N)c(Cl)cc1C(=O)OCC(=O)NCc1cccs1	-0.5
Cn1c(COc2ccccc2)nnc1SCC(=O)Nc1ccc2c(c1)OCO2	1.5
Brc1ccc(Oc2cc(Br)c(Br)cc2Br)c(Br)c1	-0.1

From PubChem BioAssay
